# From PubChem
# DRD3 agonist: agonists of human D3 dopamine receptor; P35462; D3R DiscoveRx beta-arrestin cells, luminescence, 90 min; max activation, %; 410,000 compounds, 0.58% hits; AID 652048; in the data active = max activation above about 30%; note: 0% is about no effect; mostly tested at two doses, the higher about 12 µM
# Target sequence (P35462 whole entry, looked up): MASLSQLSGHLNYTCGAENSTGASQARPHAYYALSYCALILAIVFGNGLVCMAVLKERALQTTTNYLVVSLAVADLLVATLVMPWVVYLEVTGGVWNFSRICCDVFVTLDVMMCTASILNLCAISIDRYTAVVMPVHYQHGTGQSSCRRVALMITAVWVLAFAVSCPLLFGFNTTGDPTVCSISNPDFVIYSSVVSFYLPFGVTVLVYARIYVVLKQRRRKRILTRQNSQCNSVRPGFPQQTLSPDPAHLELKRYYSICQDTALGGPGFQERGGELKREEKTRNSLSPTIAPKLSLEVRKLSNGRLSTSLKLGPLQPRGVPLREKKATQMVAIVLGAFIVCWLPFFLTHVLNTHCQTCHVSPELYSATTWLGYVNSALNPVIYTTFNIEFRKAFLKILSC
#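 Agonist-mode cell screen: cells plated at 1500/well and incubated overnight at 37 °C, then exposed to library compounds for 90 min at 37 °C. Detection reagent was added for 30–60 min at room temperature, and luminescence was read.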
# HT1080-NT tox: kills 2HG-producing HT-1080-NT fibrosarcoma cells. HT-1080-NT fibrosarcoma viability, CellTiter-Glo ATP luminescence, 48 h. Potency, µM (highest dose often 46.1 µM), without a hit: at the top dose activity, negative = less viability, hits mostly cytotoxic. 360,000 compounds, 1.6% hits. AID 686970;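 note: NT is the 2HG producing partner of a matched IDH1 knockdown line; potency is the fitted concentration of half-maximal effect; 0% = DMSO-treated cells and -100% = media-only wells without cells; nearly all actives have a fitted effect of over 55% in size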
#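 750 cells/well, RPMI + 5% FBS; 2 h settle, compound pin-transfer, 48 h at 37 degrees C. CellTiter-Glo 10 min RT, luminescence. Normalized to DMSO and media-only wells.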
# IL1B secr inh: inhibitors of inflammasome signaling (IL-1 beta secretion); AID 743279; THP-1 LPS/ATP IL-1B secretion, AlphaLISA, 16 h; active compounds read low; 360,000 compounds, 4.7% hits; activity change, % at 57.5 µM; in the data active = activity change below about -50%; inconclusive = mostly about -30% to -49%; note: % is set by controls: 0 for no effect and ±100 for the full control effect
#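 Secreted IL-1B measured by AlphaLISA bead assay after 16 h compound exposure of THP-1 cells; compounds (final up to 57.5 uM) added 1 h before LPS (250 ng/mL) and ATP (1.25 mM) stimulation; lower signal means less secretion.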
# HT1080 IDH1KD tx: toxicity to HT-1080 IDH1 knockdown cells (counter line). AID 686971. HT-1080 IDH1 knockdown viability, ATP luminescence, 48 h. 360,000 compounds, 2% hits. Potency, µM (doses to about 46.1 µM), for inactives: at the top dose activity, negative = toxicity, hits mostly cytotoxic;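 note: potency is the fitted concentration of half-maximal effect; 0% = DMSO wells and -100% = cell-free medium wells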
#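 CellTiter-Glo luminescence after 48 h compound exposure at 37 degrees C of IDH1-knockdown HT-1080 cells in 5% FBS RPMI. %Activity scaled between DMSO wells and cell-free media wells, with curves fitted and assigned curve classes.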
# HEK293 tox: cytotoxic in the GLP-1 receptor inverse agonist counter-screen. HEK293 cAMP-luciferase reporter cells, luminescence, 24 h. 410,000 compounds, 0.13% hits. Potency, µM (series often up to 38.3 µM), inactives show top-dose activity change, negative = inhibition, actives largely listed as inhibitors;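 note: loss of luciferase light is scored as toxicity; potency is the fitted concentration of half-maximal effect; % is set by controls: 0 for no effect and ±100 for the full control effect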
#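 1536-well qHTS counterscreen of the MLSMR; 200 cells/uL, 12 h pre-incubation, 23 nL cpd, 24 h at 37 deg C 5% CO2, luciferase detection reagent, 12 min RT, luminescence. Inhibition = undesired.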
# SW480 rerep: induces DNA re-replication in SW480 colon adenocarcinoma cells. SW480 DNA re-replication, Hoechst DNA content imaging, 48 h. Potency, µM (doses to about 46.1 µM), for inactives: at the highest dose re-replication activation, usual class: activators. 340,000 compounds, 1.8% hits; note: potency is the fitted concentration of half-maximal effect; % of control where 0% means no effect; nearly all actives have a fitted effect of over 55% in size
#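 Image-based read-out: total Hoechst fluorescence of nuclei (405 nm excitation, 500-530 nm emission), with hits raising the fraction of high-intensity nuclei. SW480 colon cells incubated 48 hr with compounds at 37 C.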
# KB-V1 cytotox: KB-V1 MDR subline cytotoxicity | 400,000 compounds, 3.4% hits | KB-V1 MDR cells viability, CellTiter-Glo, 72 h | Potency, µM (series often up to 46.1 µM), without a hit: top-dose activity change, negative = cytotoxicity, most hits filed as cytotoxic | AID 1347076; note: potency is the fitted concentration of half-maximal effect; % is set by controls: 0 for no effect and ±100 for the full control effect; nearly all actives have a fitted effect of over 60% in size
#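 Cells of the MDR subline KB-V1 are plated, dosed with compound at multiple concentrations, and incubated 72 h at 37 degrees C; CellTiter-Glo is then added and luminescence read after 10 min.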
# KB-3-1 tox: KB-3-1 parental cell cytotoxicity; Potency, µM (highest dose often 46.1 µM), for inactives: at the highest dose activity change, negative = cytotoxic, hits mostly cytotoxic; 400,000 compounds, 1.4% hits; KB-3-1 viability, CellTiter-Glo ATP luminescence, 72 h; note: potency is the fitted concentration of half-maximal effect; % is set by controls: 0 for no effect and ±100 for the full control effect; nearly all actives have a fitted effect of over 60% in size
#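 Here the drug-naive KB-3-1 line serves as comparator for MDR sub-line selectivity; cells received compound titrations, 72 h at 37 °C, then CellTiter-Glo readout.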
# MCF10A rerep: induces DNA re-replication in MCF 10a normal breast cells; MCF 10A DNA re-replication, Hoechst nuclear intensity, 48 h; Potency, µM (series often up to 46.1 µM), inactives show at the top dose activity, positive = re-replication, most hits filed as activators; 350,000 compounds, 2.9% hits; AID 624296; note: potency is the fitted concentration of half-maximal effect; % of control where 0% means no effect; nearly all actives have a fitted effect of over 50% in size
# Starred values were filed as active, the others as inactive; i = inactive; u = inconclusive; x = no result given; [ ] = remark or other dose. Unless noted, calls come from the whole dose curve; as a rule, active = well fitted curve in the direction sought with a large enough effect; inconclusive = small, poorly fitted or top-dose-only effect, or another doubt; inactive = no such curve, though single readings can be large; an effect the other way counts as inactive or inconclusive.
SMILES,DRD3 agonist,HT1080-NT tox,IL1B secr inh,HT1080 IDH1KD tx,HEK293 tox,SW480 rerep,KB-V1 cytotox,KB-3-1 tox,MCF10A rerep
O=C(NC(=O)c1ccc(Cl)cc1)Nc1cc(N2CCCCC2)ncn1,-5,6%,1,3%,-16%,1%,4%,3%,-2%
O=C(Nc1ccc(N2CCCC2)c(Cl)c1)c1ccc([N+](=O)[O-])cc1,-16,-5%,-30,-2%,-4%,2%,10%,-5%,9%
CC1CC(C)CN(C(=O)Cn2nnc(-c3ccc(Br)cc3)n2)C1 (stereo unspecified),-3,19%,10,7%,12%,-3%,-25%,2%,u
CCCNC(=O)C1(C)CCCN(C(=O)c2cc(F)ccc2C)C1 (stereo unspecified),-6,29%,0,25%,-5%,x,1%,0%,x
N=C1/C(=C/c2ccc(OC(=O)c3ccco3)cc2)C(=O)N=C2SC=CN12,5,11%,5,20%,15%,-21%,-4%,8%,0%
Cc1cccc(Cn2cc3c(=O)n(CC(=O)Nc4ccc(C)c(F)c4)nc-3c3cc(F)ccc32)c1,7,x,x,x,-6%,x,0%,5%,x
O=C(O)c1cc(-c2cccs2)nc2ccc(F)cc12,0,2%,24,-2%,-10%,-49%[inhibitor],3%,4%,6%
N#Cc1ccccc1OCCCNC1CCCC1,-4,15%,-18,2%,-5%,6%,29%,-12%,-4%
O=C(CSc1nnc(Cc2cccs2)n1-c1ccccc1)NCc1ccc2c(c1)OCO2,-5,3%,0,16%,-15%,-2%,2%,2%,17%
CC(=O)c1ccc(OCCCC(=O)Nc2ccc(C)c(S(=O)(=O)N(C)C)c2)cc1,-2,1%,20,-9%,10%,32%,23µM*,21µM*,4%
COc1cccc(-c2cc(C(=O)N3CCN(C(=O)c4ccco4)CC3)[nH]n2)c1,-1,20%,-13,17%,1%,-25%,0%,10%,2%
CCCCn1nnnc1C(c1cc2ccccc2o1)N1CCN(c2ccccc2F)CC1 (stereo unspecified),-4,16%,-21,7%,1%,x,u,-16%,x
Cc1ccc(-c2nnc(-n3nnc4ccccc43)c3ccccc23)cc1,1,-10%,56,0%,-10%,-9%,-4%,-4%,15%
CCN1C(=O)C(CC(=O)Nc2ccc(OC)cc2)N(Cc2ccc3c(c2)OCO3)C1=S (stereo unspecified),7,3%,2,-21%,-17%,-3%,-1%,-7%,u
COc1ccc(F)cc1S(=O)(=O)Nc1cccc(C(=O)O)c1,-1,11%,11,24%,-3%,-226%[inhibitor],15%,-1%,3%

# Sorted by molecular weight (high to low): some entries from above
SMILES,DRD3 agonist,HT1080-NT tox,IL1B secr inh,HT1080 IDH1KD tx,HEK293 tox,SW480 rerep,KB-V1 cytotox,KB-3-1 tox,MCF10A rerep
Cc1cccc(Cn2cc3c(=O)n(CC(=O)Nc4ccc(C)c(F)c4)nc-3c3cc(F)ccc32)c1,7,x,x,x,-6%,x,0%,5%,x
CCN1C(=O)C(CC(=O)Nc2ccc(OC)cc2)N(Cc2ccc3c(c2)OCO3)C1=S (stereo unspecified),7,3%,2,-21%,-17%,-3%,-1%,-7%,u
COc1ccc(F)cc1S(=O)(=O)Nc1cccc(C(=O)O)c1,-1,11%,11,24%,-3%,-226%[inhibitor],15%,-1%,3%

# The listing picks up with the three entries that preceded the break.
SMILES,DRD3 agonist,HT1080-NT tox,IL1B secr inh,HT1080 IDH1KD tx,HEK293 tox,SW480 rerep,KB-V1 cytotox,KB-3-1 tox,MCF10A rerep
Cc1ccc(-c2nnc(-n3nnc4ccccc43)c3ccccc23)cc1,1,-10%,56,0%,-10%,-9%,-4%,-4%,15%
CCN1C(=O)C(CC(=O)Nc2ccc(OC)cc2)N(Cc2ccc3c(c2)OCO3)C1=S (stereo unspecified),7,3%,2,-21%,-17%,-3%,-1%,-7%,u
COc1ccc(F)cc1S(=O)(=O)Nc1cccc(C(=O)O)c1,-1,11%,11,24%,-3%,-226%[inhibitor],15%,-1%,3%
Cc1c(NC(=O)CSc2ccc3ccccc3n2)c(=O)n(-c2ccccc2)n1C,3,17%,-30,1%,0%,-18%,-10%,6%,-1%
COCCCNC(=O)/C(C#N)=c1\s/c(=C\c2ccccc2OC(F)F)c(=O)n1CCCOC,-13,-10%,-6,-13%,10%[1.53 µM],3%,-17%,-2%,12%
O=C(CSc1nnc(CNC(=O)c2ccc(F)cc2)o1)Nc1ccc2c(c1)OCO2,5,3%,i,7%,4%,-16%,u,28%,-3%
CCC(C)c1ccc(OCC(=O)NNC(=O)C2CCCCC2)cc1 (stereo unspecified),9,-2%,-3,-1%,-16%,-6%,-17%,-7%,26%
O=C(COc1ccc(Nc2ccccc2)cc1)Nc1ccncc1,0,-14%,u,-4%,4%,u,-6%,-19%,19%
COc1ccccc1CCNC(=O)C(=O)NCCC1CCCCN1S(=O)(=O)c1cccs1 (stereo unspecified),-4,-21%,-7,-24%,2%,-550%[inhibitor],-10%,-18%,-16%
COc1ccc(C)cc1NC(=O)c1cc(S(=O)(=O)N2CCC(C)CC2)cn1C,-4,x,x,x,-2%,x,24%,-2%,x
Cc1cc(OCC(=O)N2CCC(C(N)=O)CC2)c2c(C)c(C)c(=O)oc2c1,11,-2%,16,-2%,2%,u,0%,0%,10%
NC(=O)CC(NC(=O)c1ccccc1)c1ccc(NC2CCC2)c([N+](=O)[O-])c1 (stereo unspecified),-1,4%,-9,2%,-6%,u,24%,-5%,u
O=C(CC1CS(=O)(=O)CC1CC(=O)Oc1ccccc1F)Oc1ccccc1F (stereo unspecified),-3,17%,-1,15%,17%,-6%,-9%,14%,3%
CC1Cc2ccccc2N1C(=O)CSc1nnc(-c2ccc(S(=O)(=O)N3CCOCC3)cc2)n1C (stereo unspecified),1,0%,0,-3%,-11%,x,u,0%,3%
Cc1ccn2c(c1)nc(=O)c1cc(S(=O)(=O)N3CCOCC3)ccc12,-1,8%,0,3%,-2%,-5%,2%,u,5%
COc1ccccc1NC(=O)c1ccc(CS(=O)(=O)c2ccc(C)cc2)cc1,1,-8%,106,-22%,4%,20%,-13%,-26%,5%
CC(=O)Nc1ccc(S(=O)(=O)N2CCSC2C(=O)O)cc1 (stereo unspecified),8,-1%,10,8%,4%,-6%,4%,6%,-8%
CCSc1nnc2c(n1)OC(c1ccc(OC)cc1OC)N(C(C)=O)c1ccccc1-2 (stereo unspecified),1,x,x,x,-9%,x,u,-1%,x
CCOc1ccc(N2C(=O)c3[nH]nc(-c4ccccc4)c3C2c2ccc(O)c(OC)c2)cc1 (stereo unspecified),-7,x,x,x,-20%,x,1%,u,x
Cc1noc(C)c1CSCC(=O)Nc1nc2ccc(S(C)(=O)=O)cc2s1,-8,3%,18,-6%,-13%,-85%[inhibitor],4%,-1%,16%
O=c1nc2cccc3c2=c(/c1=C(\O)c1ccccc1)c1ccccc1c3=O,-6,-9%,-19,-5%,5%,-4%,29%,11%,u
CC(C)(C)n1cnc2cc(NS(=O)(=O)c3ccc(Br)cc3)ccc21,8,-23%,-5,-30%,-11%,-2%,0%,u,17%
CCCCCC(=O)Nc1cccc(C2=NOC3(C2)C[C@H](C(N)=O)N(C(=O)COc2ccc(Cl)cc2)C3)c1 (stereo partly specified),-2,-6%,u,-15%,-1%,u,u,-10%,u
O=C(C=Cc1ccco1)c1ccc([N+](=O)[O-])cc1,-6,6%,-25,15%,-5%,-5%,0%,-12%,7%
CC1CN(c2ncnc3c2c(-c2ccccc2)cn3-c2ccc(F)cc2)CC(C)O1 (stereo unspecified),-35,u,u,u,6%,2%,u,0%,u
O=C(Nc1nc2ccccc2n1CCN1CCCCC1)c1ccco1,-9,9%,0,13%,u,u,-25%,-6%,9%
CCN(CC)c1ccc(/C=C2\CCC(/C=C(\C#N)C(=O)Nc3ccccc3F)=C2N2CCOCC2)cc1,9,4%,0,3%,-5%,-17%,6%,-24%,1%
NC(=O)Nc1ccc(F)cc1,1,13%,0,2%,10%,-15%,u,-1%,1%
COc1ccc(-c2cc3ccc(O)cc3oc2=O)cc1,-14,-8%,-5,-22%,x,18µM*,-3%,1%,18µM*
Cc1ccc2[nH]c(C(=O)N3CCN(C(c4ccccc4)c4ccccc4)CC3)cc2c1,6,3%,-3,9%,-2%,u,u,u,18%
CC(C)(C)OC(=O)C(Oc1ccccc1[N+](=O)[O-])C(=O)OC(C)(C)C,1,7%,0,9%,1%,x,-2%,11%,x
CCOC(=O)C1CCCN(C(=O)COc2ccc(C(C)(C)C)cc2)CC1 (stereo unspecified),1,-3%,0,-3%,6%,x,-7%,6%,x
FC(F)(F)c1ccc2c(c1)ncc1c(-c3ccccc3)nn(-c3ccccc3)c12,-5,x,x,x,-2%,x,3%,13%,x
Cc1ccc(C(=O)COC(=O)c2cccc([N+](=O)[O-])c2)s1,2,5%,37,4%,-7%,-3%,u,5%,2%

# Five entries from above, with two lines to a compound:
# Values run as follows: DRD3 agonist | HT1080-NT tox | IL1B secr inh | HT1080 IDH1KD tx | HEK293 tox | SW480 rerep | KB-V1 cytotox | KB-3-1 tox | MCF10A rerep
O=C(Nc1nc2ccccc2n1CCN1CCCCC1)c1ccco1
 : -9 | 9% | 0 | 13% | u | u | -25% | -6% | 9%
CC1CN(c2ncnc3c2c(-c2ccccc2)cn3-c2ccc(F)cc2)CC(C)O1 (stereo unspecified)
 : -35 | u | u | u | 6% | 2% | u | 0% | u
NC(=O)Nc1ccc(F)cc1
 : 1 | 13% | 0 | 2% | 10% | -15% | u | -1% | 1%
CCN(CC)c1ccc(/C=C2\CCC(/C=C(\C#N)C(=O)Nc3ccccc3F)=C2N2CCOCC2)cc1
 : 9 | 4% | 0 | 3% | -5% | -17% | 6% | -24% | 1%
CCCCCC(=O)Nc1cccc(C2=NOC3(C2)C[C@H](C(N)=O)N(C(=O)COc2ccc(Cl)cc2)C3)c1 (stereo partly specified)
 : -2 | -6% | u | -15% | -1% | u | u | -10% | u
